BoNT F protease: blocks Botulinum neurotoxin F light chain protease | inhibition, % at 10 µM | Multiplex microsphere protease cleavage assay, flow cytometry | actives 0.22% (n = 360,000); in the data active = inhibition above about 35%, passing the limit was not always enough; also: plate controls were buffer without enzyme for full effect and enzyme alone for no effect
GDH-TPI counter: counter-screen for M. tuberculosis FBA inhibitors: GDH-TPI coupled enzymes; GDH-TPI coupled enzyme counterscreen, NADH absorbance; inhibition, % at 4.8 µM; actives 1.2% (n = 360,000); AID 588335;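 also: 0% = DMSO wells and 100% = wells lacking the enzyme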
Rv3671c protease: Rv3671c (M. tuberculosis) protease inhibition | P9WHR9 | inhibition, % at 5.96 µM | actives 0.048% (n = 320,000) | AID 2606; in the data active = inhibition above about 38%;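 also: extracellular domain of Rv3671c used as enzyme; 0% = enzyme with DMSO and 100% = no enzyme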
DUSP3 inh: inhibitors of human VHR1 phosphatase (DUSP3); recombinant VHR phosphatase, pNPP absorbance; inhibition, % at 13.3 µM; actives 0.52% (n = 290,000); AID 1654; in the data active = inhibition above about 50%; also: some compounds called inactive have numbers as strong as hits
Target sequence (P51452 whole entry, looked up): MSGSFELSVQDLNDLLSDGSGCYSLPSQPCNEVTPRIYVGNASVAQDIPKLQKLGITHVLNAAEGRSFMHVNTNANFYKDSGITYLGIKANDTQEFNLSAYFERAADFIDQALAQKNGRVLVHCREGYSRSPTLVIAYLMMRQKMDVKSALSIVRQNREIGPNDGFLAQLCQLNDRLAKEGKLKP
Mtb BioA inh: blocks M. tuberculosis BioA enzyme activity | purified M. tuberculosis BioA enzyme, plate reader | inhibition, % at 9.99 µM | actives 0.096% (n = 360,000); in the data active = inhibition above about 40%
Mtb UGM inh: inhibitors of M. tuberculosis UDP-galactopyranose mutase. P9WIQ1. purified UGM, fluorescence polarization probe displacement. inhibition, % at 10 µM. actives 0.06% (n = 320,000); in the data active = inhibition above about 10%, passing the limit was not always enough
Target sequence (P9WIQ1 whole entry, looked up): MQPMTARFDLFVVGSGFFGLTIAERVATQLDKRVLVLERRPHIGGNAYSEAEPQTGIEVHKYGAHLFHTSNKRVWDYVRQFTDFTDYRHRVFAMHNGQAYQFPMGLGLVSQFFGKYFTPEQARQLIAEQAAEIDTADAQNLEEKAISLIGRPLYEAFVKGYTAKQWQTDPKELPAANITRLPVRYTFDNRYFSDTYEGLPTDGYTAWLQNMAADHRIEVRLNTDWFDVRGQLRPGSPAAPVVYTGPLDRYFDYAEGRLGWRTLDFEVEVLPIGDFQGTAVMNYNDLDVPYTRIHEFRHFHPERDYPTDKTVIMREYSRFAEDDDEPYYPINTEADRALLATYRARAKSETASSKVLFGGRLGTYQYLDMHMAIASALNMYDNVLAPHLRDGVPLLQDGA
CCHFV vOTU inh: blocks the CCHF virus ovarian tumor domain protease | AID 651958 | CCHFV vOTU protease, Pep-AMC fluorescence | actives 0.55% (n = 370,000) | inhibition, % at 11.5 µM; also: 0% = vehicle wells with enzyme and 100% = no enzyme wells
MazEF act: MazEF (E. coli) toxin RNase activation | FAM/BHQ RNA-DNA oligo cleavage fluorescence, 5 h | activation, % at 20 µM | actives 0.32% (n = 350,000) | AID 504720; in the data active = activation above about 50%
Target sequence (P0AE70 whole entry, looked up): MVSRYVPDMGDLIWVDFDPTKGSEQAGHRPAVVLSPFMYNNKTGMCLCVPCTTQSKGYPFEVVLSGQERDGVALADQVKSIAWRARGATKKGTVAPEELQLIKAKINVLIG
Mtb FBA inh: Mtb fructose-bisphosphate aldolase inhibition | purified M. tuberculosis FBA, fluorescence read-out | actives 2.3% (n = 360,000) | inhibition, % at 1 µM | P9WQA3 | AID 588726; in the data active = inhibition above about 27%;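 also: 0% = vehicle and 100% = reference inhibitor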
Target sequence (P9WQA3 whole entry, looked up): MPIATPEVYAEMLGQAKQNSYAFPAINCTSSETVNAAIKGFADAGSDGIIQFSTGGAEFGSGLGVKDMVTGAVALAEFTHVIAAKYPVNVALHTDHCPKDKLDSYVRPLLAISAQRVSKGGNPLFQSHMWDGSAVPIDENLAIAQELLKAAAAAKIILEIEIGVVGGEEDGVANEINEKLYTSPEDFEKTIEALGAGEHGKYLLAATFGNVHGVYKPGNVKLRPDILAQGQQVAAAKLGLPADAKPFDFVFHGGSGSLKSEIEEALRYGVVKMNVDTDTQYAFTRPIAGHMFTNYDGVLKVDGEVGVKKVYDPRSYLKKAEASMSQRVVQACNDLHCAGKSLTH
FadD28 binding: blocks FadD28 binding to the bisubstrate probe; fluorescence polarization; inhibition, % at 12.5 µM; actives 0.22% (n = 360,000); AID 588549; in the data active = inhibition above about 8.5%, passing the limit was not always enough
Numbers without * were called inactive. Rule as the data show it, unless noted: active = inhibition above about 30%; inactive = the rest.

What do the screens show for `CC1=C(C(=O)O)N2C(=O)C(NC(=O)c3ccccc3Cl)C2SC1` (stereo not given)?
BoNT F protease: -3; GDH-TPI counter: -3; Rv3671c protease: -5; DUSP3 inh: 20; Mtb BioA inh: -1.0; Mtb UGM inh: -0.5; CCHFV vOTU inh: -8; MazEF act: -5; Mtb FBA inh: 1; FadD28 binding: -1.2

How did C=CCNc1nc2ccccc2nc1NS(=O)(=O)c1cccs1 do in these assays?
BoNT F protease: -2; GDH-TPI counter: 27; Rv3671c protease: -3; DUSP3 inh: 12; Mtb BioA inh: 0.3; Mtb UGM inh: 2.4; CCHFV vOTU inh: 16; MazEF act: -2; Mtb FBA inh: 4; FadD28 binding: 1.3

How did OCC[C@H]1C[C@H](O)[C@@H](O)[C@@]2(CCCCO2)O1 do in these assays?
BoNT F protease: -5; GDH-TPI counter: -1; Rv3671c protease: -5; DUSP3 inh: -4; Mtb BioA inh: 0.5; Mtb UGM inh: -0.6; CCHFV vOTU inh: -7; MazEF act: 9; Mtb FBA inh: 0; FadD28 binding: -2.6

What do the screens show for `COC(=O)C1=C(C)OC(N)=C(C#N)C1c1cc(C)sc1C` (stereo not given)?
BoNT F protease: -4; GDH-TPI counter: 9; Rv3671c protease: 8; DUSP3 inh: 3; Mtb BioA inh: -1.7; Mtb UGM inh: -0.8; CCHFV vOTU inh: 10; MazEF act: 7; Mtb FBA inh: -4; FadD28 binding: -0.1

Results for Cc1ccc2[nH]c(CCN(C)C)c(CC#N)c2c1 ?
BoNT F protease: -2; GDH-TPI counter: 6; Rv3671c protease: 6; DUSP3 inh: -2; Mtb UGM inh: 1.6; CCHFV vOTU inh: -2; MazEF act: -1; Mtb FBA inh: 0; FadD28 binding: -0.5

Results for CCOc1ccc2nc(-c3ccccc3)nc(SCC(=O)Nc3ncc(C)s3)c2c1 ?
BoNT F protease: 12; GDH-TPI counter: 11; Rv3671c protease: -4; DUSP3 inh: -8; Mtb BioA inh: -0.8; Mtb UGM inh: 1.3; CCHFV vOTU inh: -6; MazEF act: -32; Mtb FBA inh: 4; FadD28 binding: -1.0

How did NS(=O)(=O)c1ccc(CCNC(=O)c2ccc3ccccc3n2)cc1 do in these assays?
BoNT F protease: 2; GDH-TPI counter: -2; Rv3671c protease: 0; DUSP3 inh: 2; Mtb UGM inh: 1.9; CCHFV vOTU inh: -3; MazEF act: 6; Mtb FBA inh: -1; FadD28 binding: -4.1

How did CCN(CC)C(=O)CN(C#N)c1nc(C)cc(C)n1 do in these assays?
BoNT F protease: -7; GDH-TPI counter: 4; Rv3671c protease: 6; DUSP3 inh: 33; Mtb BioA inh: -0.1; Mtb UGM inh: 0.0; CCHFV vOTU inh: -9; MazEF act: 11; Mtb FBA inh: -6; FadD28 binding: 0.5

Results for NC1=C([N+](=O)[O-])C(c2ccc3c(c2)OCO3)c2c(c3ccccc3oc2=O)O1 (stereo not given) ?
Rv3671c protease: 3; DUSP3 inh: 7; Mtb UGM inh: -1.2; CCHFV vOTU inh: 2; MazEF act: -22

Results for O=C(C[n+]1cccc(/C=N/O)c1)N(Cc1ccccc1)Cc1ccccc1 ?
BoNT F protease: -6; GDH-TPI counter: 1; Rv3671c protease: -5; DUSP3 inh: -7; Mtb UGM inh: 4.0; CCHFV vOTU inh: -4; MazEF act: 6; Mtb FBA inh: 1; FadD28 binding: -3.8

What do the screens show for `CCc1ccc2c(c1)cc(C)c1nnc(SCC(=O)Nc3cc(OC)c(OC)cc3C(=O)O)n12`?
BoNT F protease: -4; GDH-TPI counter: 2; Rv3671c protease: 8; DUSP3 inh: -8; Mtb UGM inh: 2.6; CCHFV vOTU inh: 7; MazEF act: -4; Mtb FBA inh: 0; FadD28 binding: -2.4

Results for CCOc1cc(/C=C(/C#N)c2nc3ccccc3[nH]2)ccc1OCc1ccc(C(=O)O)o1 ?
BoNT F protease: 2; GDH-TPI counter: 22; Rv3671c protease: -11; DUSP3 inh: 24; Mtb BioA inh: 11; Mtb UGM inh: 3.9; CCHFV vOTU inh: 6; MazEF act: 6; Mtb FBA inh: 2; FadD28 binding: -12

How did N#Cc1ccc(CSc2nnc(NC(=O)C3CCCO3)s2)cc1 (stereo not given) do in these assays?
BoNT F protease: 4; GDH-TPI counter: 5; Rv3671c protease: -1; DUSP3 inh: 8; Mtb BioA inh: -5.6; Mtb UGM inh: 1.4; CCHFV vOTU inh: -3; MazEF act: -5; Mtb FBA inh: -2; FadD28 binding: -0.7

What do the screens show for `Cc1cccc(NC(=O)CN2C(=O)S/C(=C\c3cc(C)n(C)c3C)C2=O)c1`?
BoNT F protease: -6; GDH-TPI counter: 6; Rv3671c protease: -7; DUSP3 inh: -11; Mtb BioA inh: 7.6; Mtb UGM inh: -2.8; CCHFV vOTU inh: 7; MazEF act: 12; Mtb FBA inh: 0; FadD28 binding: 34*

How did O=C(NCC1CCCO1)C1CCCN(S(=O)(=O)c2ccc(F)cc2)C1 (stereo not given) do in these assays?
BoNT F protease: -1; GDH-TPI counter: 2; Rv3671c protease: -3; DUSP3 inh: 26; Mtb BioA inh: -1.4; Mtb UGM inh: 3.0; CCHFV vOTU inh: 18; MazEF act: -1; Mtb FBA inh: 5; FadD28 binding: -2.6

Results for C=CCN(c1ccccc1OC)S(=O)(=O)c1ccc(Cl)c(C(=O)Nc2ccc(N3CCOCC3)cc2)c1 ?
BoNT F protease: -6; GDH-TPI counter: -7; Rv3671c protease: 8; DUSP3 inh: 22; Mtb UGM inh: -1.3; CCHFV vOTU inh: -13; MazEF act: 1; Mtb FBA inh: -2; FadD28 binding: -1.9

How did CCC(C)[C@H](NC(=O)C1CC(=O)N(c2ccc(OC)cc2)C1)C(=O)N1CCCCC1 (stereo not given in full) do in these assays?
BoNT F protease: -2; GDH-TPI counter: 1; Rv3671c protease: -1; DUSP3 inh: 21; Mtb BioA inh: 1.0; Mtb UGM inh: 0.9; CCHFV vOTU inh: 13; MazEF act: 8; Mtb FBA inh: -3; FadD28 binding: -3.7

Results for O=C(Oc1ccc(=O)n(-c2ccccc2)n1)c1cccc(Cl)c1 ?
BoNT F protease: 3; GDH-TPI counter: 15; Rv3671c protease: 4; DUSP3 inh: 16; Mtb BioA inh: -1.1; Mtb UGM inh: 0.0; CCHFV vOTU inh: 1; MazEF act: 6; Mtb FBA inh: 4; FadD28 binding: -5.2

Results for Cc1cccc2cc(CN(CC3CCCO3)S(=O)(=O)c3ccccc3)c(=O)[nH]c12 (stereo not given) ?
BoNT F protease: -3; GDH-TPI counter: 10; Rv3671c protease: -3; DUSP3 inh: 1; Mtb BioA inh: -0.2; Mtb UGM inh: 1.4; CCHFV vOTU inh: -11; MazEF act: 6; Mtb FBA inh: 2; FadD28 binding: -0.8

Results for O=C(NCc1ccc(F)cc1)C1CCCN1C(=O)Nc1ccc(Cl)cc1 (stereo not given) ?
BoNT F protease: -14; GDH-TPI counter: -7; Rv3671c protease: 2; DUSP3 inh: 21; Mtb UGM inh: -1.2; CCHFV vOTU inh: -12; MazEF act: 1; Mtb FBA inh: 0; FadD28 binding: -2.6

Two records drawn at random from those above:
Results for CCOc1ccc2nc(-c3ccccc3)nc(SCC(=O)Nc3ncc(C)s3)c2c1 ?
BoNT F protease: 12; GDH-TPI counter: 11; Rv3671c protease: -4; DUSP3 inh: -8; Mtb BioA inh: -0.8; Mtb UGM inh: 1.3; CCHFV vOTU inh: -6; MazEF act: -32; Mtb FBA inh: 4; FadD28 binding: -1.0

Results for C=CCN(c1ccccc1OC)S(=O)(=O)c1ccc(Cl)c(C(=O)Nc2ccc(N3CCOCC3)cc2)c1 ?
BoNT F protease: -6; GDH-TPI counter: -7; Rv3671c protease: 8; DUSP3 inh: 22; Mtb UGM inh: -1.3; CCHFV vOTU inh: -13; MazEF act: 1; Mtb FBA inh: -2; FadD28 binding: -1.9

Further structures:
Results for Cc1cc(NC(=O)CSc2nnc(NCc3ccccc3)s2)no1 ?
BoNT F protease: 9; GDH-TPI counter: 22; Rv3671c protease: -8; DUSP3 inh: 15; Mtb BioA inh: -1.2; Mtb UGM inh: 2.3; CCHFV vOTU inh: 3; MazEF act: -10; Mtb FBA inh: -3; FadD28 binding: -4.4

What do the screens show for `COc1cccc(NCc2nnc(SCC(=O)NC3CCS(=O)(=O)C3)n2C2CCCCC2)c1` (stereo not given)?
BoNT F protease: -3; GDH-TPI counter: 4; Rv3671c protease: -3; Mtb BioA inh: 0.4; Mtb UGM inh: 3.0; CCHFV vOTU inh: 7; MazEF act: 4; Mtb FBA inh: 3; FadD28 binding: -2.1

Results for COc1cccc(OCc2cc(/C=N/n3cncn3)ccc2OC)c1 ?
BoNT F protease: 10; GDH-TPI counter: -2; Rv3671c protease: -3; DUSP3 inh: 2; Mtb BioA inh: -4.3; Mtb UGM inh: -0.8; CCHFV vOTU inh: -1; MazEF act: 5; Mtb FBA inh: -1; FadD28 binding: -0.2

What do the screens show for `COc1cc(NS(C)(=O)=O)cc(OC)c1OC`?
BoNT F protease: -2; GDH-TPI counter: 0; Rv3671c protease: -5; DUSP3 inh: 30; Mtb BioA inh: -0.1; Mtb UGM inh: 1.5; CCHFV vOTU inh: 3; MazEF act: -14; Mtb FBA inh: -2; FadD28 binding: 0.3

Results for C=CCN1C(=O)CSc2ccc(C(=O)NC(C)c3ccccc3)cc21 (stereo not given) ?
BoNT F protease: -2; GDH-TPI counter: 6; Rv3671c protease: 1; DUSP3 inh: -6; Mtb BioA inh: 1.8; Mtb UGM inh: -0.6; CCHFV vOTU inh: -5; MazEF act: 20; Mtb FBA inh: 2; FadD28 binding: -4.5

What do the screens show for `CCN1CCN(CCCNC(=O)CN2C(=O)c3cccnc3Oc3ccc(Cl)cc32)CC1`?
BoNT F protease: -8; GDH-TPI counter: 2; Rv3671c protease: -9; DUSP3 inh: 90; Mtb BioA inh: -0.3; Mtb UGM inh: 2.2; CCHFV vOTU inh: 3; MazEF act: 3; Mtb FBA inh: 0; FadD28 binding: -0.8

What do the screens show for `C/C(=N\NC(=O)CCc1c(C)n[nH]c1C)c1ccc([N+](=O)[O-])cc1`?
BoNT F protease: 21; GDH-TPI counter: 2; Rv3671c protease: 2; DUSP3 inh: 20; Mtb BioA inh: 0.2; Mtb UGM inh: -0.2; CCHFV vOTU inh: -8; MazEF act: -3; Mtb FBA inh: 1; FadD28 binding: -0.3

How did COC(=O)c1ccc(NC(=O)C(C)N2C(=O)c3ccccc3C2=O)cc1 (stereo not given) do in these assays?
BoNT F protease: 12; GDH-TPI counter: -4; Rv3671c protease: -11; DUSP3 inh: 2; Mtb BioA inh: 0.3; Mtb UGM inh: 0.3; CCHFV vOTU inh: -9; MazEF act: -5; Mtb FBA inh: 2; FadD28 binding: -0.2

Results for CC(=O)Nc1ccc(NC(=O)Cn2cnc3c(cnn3C(C)(C)C)c2=O)cc1 ?
Rv3671c protease: -4; DUSP3 inh: 1; Mtb UGM inh: -3.3; CCHFV vOTU inh: -1; MazEF act: -5

Results for COc1cc(OC)cc(C(=O)NC(=S)N2CCCCC2c2cccnc2)c1 (stereo not given) ?
BoNT F protease: -6; GDH-TPI counter: -8; Rv3671c protease: -3; DUSP3 inh: 13; Mtb BioA inh: -0.4; Mtb UGM inh: -1.7; CCHFV vOTU inh: -6; MazEF act: -3; Mtb FBA inh: 0; FadD28 binding: -4.6

How did O=c1[nH]c(/C=C\c2cccc(F)c2)nc(O)c1[N+](=O)[O-] do in these assays?
BoNT F protease: 10; GDH-TPI counter: 31*; Rv3671c protease: 10; DUSP3 inh: 0; Mtb BioA inh: -0.4; Mtb UGM inh: 2.0; CCHFV vOTU inh: 14; MazEF act: 1; Mtb FBA inh: -2; FadD28 binding: -4.8

Results for Clc1ccc(-c2cc(C3CCNCC3)[nH]n2)c(Cl)c1 ?
BoNT F protease: -5; GDH-TPI counter: 1; Rv3671c protease: -11; DUSP3 inh: 20; Mtb UGM inh: 1.3; CCHFV vOTU inh: -9; MazEF act: 5; Mtb FBA inh: -1; FadD28 binding: -1.8

What do the screens show for `O=C(Cc1ccccc1)NNC1CC(=O)N(c2ccccc2)C1=O` (stereo not given)?
BoNT F protease: -6; GDH-TPI counter: -7; Rv3671c protease: 5; DUSP3 inh: 26; Mtb UGM inh: 0.0; CCHFV vOTU inh: 0; MazEF act: 2; Mtb FBA inh: 0; FadD28 binding: -4.3

What do the screens show for `Cc1ccc(NC(=O)CNc2cccc(S(=O)(=O)N3CCCCC3)c2)cc1F`?
BoNT F protease: -32; GDH-TPI counter: -1; Rv3671c protease: 4; Mtb UGM inh: 1.0; CCHFV vOTU inh: 10; MazEF act: -1; Mtb FBA inh: -2; FadD28 binding: -4.2

Screens deposited in PubChem BioAssay by several laboratories.
